# Bioassay records deposited in PubChem by National Center for Advancing Translational Sciences (NCATS).
# APE1 inh = blocks human APE1 abasic DNA cleavage; P27695; recombinant APE1, TAMRA/BHQ-2 abasic DNA cleavage fluorescence; Potency, µM (series often up to 65.8 µM), for inactives: top-dose activity change, negative = inhibition, most hits filed as inhibitors; hit rate 0.35% among 350,000; AID 2517;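 note: plate controls were vehicle for no effect and reference inhibitor for full effect; nearly all actives have a fitted effect of over 55% in size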
#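 APE1 at 0.75 nM final was preincubated with compound 15 min at room temperature, then 50 nM double-stranded THF abasic-site substrate (5'-TAMRA/3'-BHQ-2) was added. Fluorescence (ex 525/em 598 nm) was read kinetically; third-minus-first read gave activity.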
# POLI inh = inhibitors of human DNA polymerase iota. AID 588590. hit rate 1% among 390,000. Potency, µM (doses to about 115 µM), for inactives: at the top dose activity, negative = inhibition, hits mostly inhibitors. Pol iota fluorescent replication assay, 10 min
# Target sequence (Q9UNA4 whole entry, looked up): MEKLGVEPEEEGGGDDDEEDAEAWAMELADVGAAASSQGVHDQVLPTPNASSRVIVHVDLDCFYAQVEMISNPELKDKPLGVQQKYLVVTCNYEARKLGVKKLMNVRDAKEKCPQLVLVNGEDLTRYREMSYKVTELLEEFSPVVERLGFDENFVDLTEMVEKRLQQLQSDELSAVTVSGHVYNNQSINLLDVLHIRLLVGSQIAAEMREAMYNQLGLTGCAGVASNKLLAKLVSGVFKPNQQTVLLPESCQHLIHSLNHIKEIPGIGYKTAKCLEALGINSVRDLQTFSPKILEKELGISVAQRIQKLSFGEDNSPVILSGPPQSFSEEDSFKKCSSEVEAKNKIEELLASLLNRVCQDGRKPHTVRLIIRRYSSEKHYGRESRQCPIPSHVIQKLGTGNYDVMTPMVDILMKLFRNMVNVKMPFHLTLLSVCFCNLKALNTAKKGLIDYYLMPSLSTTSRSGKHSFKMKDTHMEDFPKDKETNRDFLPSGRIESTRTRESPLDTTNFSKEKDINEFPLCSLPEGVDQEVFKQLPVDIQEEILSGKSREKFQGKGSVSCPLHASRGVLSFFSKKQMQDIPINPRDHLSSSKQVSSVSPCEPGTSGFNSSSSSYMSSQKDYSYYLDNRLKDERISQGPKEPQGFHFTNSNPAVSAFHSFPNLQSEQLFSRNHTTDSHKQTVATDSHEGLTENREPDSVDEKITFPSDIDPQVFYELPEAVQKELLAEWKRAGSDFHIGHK
#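 Pol iota at 10 nM preincubated 15 min with compounds at room temperature; reaction started with fluorescent substrate, 50 nM final. Fluorescence read kinetically at 0 and 10 min; buffer-only wells as negative control.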
# POLB inh = blocks human DNA polymerase beta activity | Potency, µM (titrated, usually from 114 µM), for inactives: top-dose activity change, negative = inhibition, most hits filed as inhibitors | hit rate 1.3% among 340,000 | Pol beta primer extension/strand displacement, fluorescence kinetic; note: % is set by controls: 0 for no effect and ±100 for the full control effect
#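 Reaction started by 50 nM substrate onto compound-treated Pol beta (10 nM, 15 min preincubation, room temperature); plates read at 0 min and 10 min. Normalized concentration-effect data fitted by four-parameter Hill equation.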
# POLH inh = inhibitors of human DNA polymerase eta. Potency, µM (top dose mostly 114 µM), inactives show at the highest dose activity change, negative = inhibition, most hits filed as inhibitors. AID 588591. recombinant Pol eta, fluorescent DNA replication assay. hit rate 1.2% among 390,000; note: % is set by controls: 0 for no effect and ±100 for the full control effect
#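 Pol eta at 10 nM preincubated with compounds 15 min at room temperature; reaction started with fluorescent substrate (50 nM final) and read kinetically at 0 and 10 min.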
# POLK inh = blocks human DNA polymerase kappa activity; Q9UBT6; purified Pol kappa, fluorescent DNA synthesis assay, 10 min; Potency, µM (highest dose often 107 µM), for the others: at the highest dose activity, negative = inhibition, actives largely listed as inhibitors; hit rate 0.53% among 400,000; note: % is set by controls: 0 for no effect and ±100 for the full control effect
#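 10 nM Pol kappa was preincubated with compounds for 15 min at room temperature. Reaction started with 50 nM (final) substrate. Fluorescence read kinetically at 0 and 10 min.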
# BAZ2B inh = inhibitors of human BAZ2B bromodomain | AlphaScreen BAZ2B-H3K14Ac peptide displacement | Potency, µM (top dose mostly 114 µM), for the others: top-dose activity change, negative = inhibition, hits mostly inhibitors | hit rate 4.4% among 360,000; note: % is set by controls: 0 for no effect and ±100 for the full control effect; nearly all actives have a fitted effect of over 60% in size
#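 In this displacement format the biotinylated H3(5-23) peptide acetylated at Lys14 serves as ligand at 50 nM, with BAZ2B at 50 nM in PBS pH 7.4 containing 0.01% Tween-20. Donor and acceptor beads are 10 ug/mL final.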
# G9a block = G9a (human) methyltransferase inhibition; hit rate 8.8% among 350,000; G9a H3K9 monomethylation, AlphaScreen, 2 h; Potency, µM (series often up to 102 µM), for inactives: top-dose activity, negative = inhibition, most hits filed as inhibitors; note: % is set by controls: 0 for no effect and ±100 for the full control effect; nearly all actives have a fitted effect of over 75% in size
# Target sequence (Q96KQ7 913-1193 limits assumed): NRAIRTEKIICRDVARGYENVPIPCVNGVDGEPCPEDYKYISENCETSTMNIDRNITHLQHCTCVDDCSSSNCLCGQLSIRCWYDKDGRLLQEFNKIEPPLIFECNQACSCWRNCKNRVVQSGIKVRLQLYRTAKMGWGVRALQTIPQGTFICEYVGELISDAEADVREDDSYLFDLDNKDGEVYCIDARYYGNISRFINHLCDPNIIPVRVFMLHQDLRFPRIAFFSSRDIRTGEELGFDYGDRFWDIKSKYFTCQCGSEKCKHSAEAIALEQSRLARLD
#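 Quantitative HTS format: methyltransferase activity on a biotin-tagged H3K9 peptide is measured by AlphaScreen, using a rabbit anti-monomethyl-H3K9 antibody with streptavidin donor and anti-IgG acceptor beads. Final levels are 20 nM enzyme, 500 nM peptide, 20 uM SAM; 2 h RT.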
# JMJD2A Tudor = inhibitors of human JMJD2A Tudor domain; O75164; hit rate 4.4% among 390,000; Potency, µM (top dose mostly 114 µM), for the others: at the top dose activity change, negative = inhibition, most hits filed as inhibitors; AID 504339; AlphaScreen JMJD2A-Tudor / H3K4me3 peptide binding; note: % is set by controls: 0 for no effect and ±100 for the full control effect; nearly all actives have a fitted effect of over 50% in size
# BLM inh = Bloom syndrome helicase (human) inhibition. recombinant BLM DNA unwinding, fluorescence dequenching. Potency, µM (highest dose often 56.1 µM), for the others: at the top dose activity change, negative = inhibition, actives largely listed as inhibitors. hit rate 0.2% among 350,000;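 note: plate controls were vehicle for no effect and no enzyme for full effect; nearly all actives have a fitted effect of over 35% in size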
# * = called active by the depositor; u = inconclusive; x = not tested or not shown; & = joins results of further samples; [ ] = dose if it differs, or a comment. Calls come from the whole dose curve; as a rule, active = well fitted curve in the direction sought with a large enough effect; inconclusive = small, poorly fitted or top-dose-only effect, or another doubt; inactive = no such curve, though single readings can be large; an effect the other way counts as inactive or inconclusive. Potency is the fitted concentration of half-maximal effect.
Molecule	G9a block	APE1 inh	POLI inh	POLK inh	POLH inh	BLM inh	POLB inh	JMJD2A Tudor	BAZ2B inh
CC1=C(Sc2ccccn2)C(=O)NC(C)(C)C1	-32%[12.7 µM]	3%	5%	-7%	5%	-1%	-23%	-21%[57.1 µM]	-20%
O=CNCC(=O)NC1CCCCCC1	-21%	-8%	38%[activator]	2%	-9%	-2%	27%	-2%	4%
CCOc1ccc(/C=C/C(=O)Nc2sc3c(c2C(=O)OC)CCCC3)cc1	-29%[59 µM]	x	9%	-9%	-4%	-4%	-3%	3%	12%
CCSc1nc2ccccc2n1CC(=O)N1CCCCC1	3%[59 µM]	0%	-1%	-1%	1%	1%	0%	-3%	-1%
Fc1cccc(NC(=S)N2CCCCC2)c1	3%[59 µM]	-5%	-12%	-6%	-11%	0%	11%	17%	-2%
O=C(NNC(=S)Nc1ccccc1)c1cccs1	u	1%	21%	-15%	-18%	2%	55%	-23%	7%
COc1ccccc1NC(=O)Cn1cnc2c(cnn2-c2ccc(C)c(C)c2)c1=O	-2%	0%	-22%	-4%	12%	-5%	u	-18%	-30%
COC(=O)c1ccc(N(C(=O)c2ccco2)C(C(=O)NC2CCCC2)c2ccco2)cc1 (stereo not given)	u	4%	u	7%	-11%	-5%	-16%	-14%	-5%
Cc1ccc(-n2nc(C)c3c(C(=O)Nc4ccc(C)cc4Cl)cc(C)nc32)cc1	6%[59 µM]	x	16%	-4%	-1%	1%	0%	2%	-8%[57.1 µM]
O=C(C1CCN(Cc2ccc(OCc3ccccc3)cc2)CC1)N1CCCC1	14µM*	15%	-2%	-6%	-16%	-2%	0%	1.6µM*	79µM*
O=C(CNC(=O)c1ccc(Br)o1)NCc1cccc(Cl)c1	x	-4%	32%[activator]	-1%	-11%	-4%	1%	-8%	-12%
CCN(CC)S(=O)(=O)c1ccc(Cl)c(C(=O)NC2CCCC2)c1	-10%[59 µM]	1%	2%	-2%	6%	-1%	0%	-12%	-13%
COc1ccc(NC(=O)CCN2CCN(Cc3ccccc3)CC2)c(OC)c1	17%[0.501 µM]	47%[activator]	34%[activator]	4%	-12%	-7%	8%	-2%	-7%
COc1ccc(-c2nc3c(-c4ccc(F)cc4)cnn3cc2C)cc1F	x	-5%	131%[activator]	-23%	-6%	-4%	-24%	-7%	15%
O=C(N[C@@H]1CCC(=O)N(CC[C@H](Sc2ccccc2)c2ccccc2)CC1)OCc1ccccc1	14%	5%	u	7%&-1%	-19%	-11%	-8%	-18%	-29%
COCCn1c(SCC(=O)N2CCCC2=O)nc2sc(C)c(C)c2c1=O	u	-4%	u	-9%	-5%	x	x	-23%	-2%
COc1ccc2c(c1)nc(NCCO)n2C	-17%	9%	17%	-11%	-23%	-5%	15%	-6%[57.1 µM]	-4%
CNC(=O)[C@@]1(Cc2ccccc2)C=C[C@@H](C)N1C(=O)OC	x	3%	-18%	-2%	2%	4%	x	-6%	x
CC(=O)Nc1ccc(S(=O)(=O)Nc2cccc(-c3ccc(N4CCCCCC4)nn3)c2)cc1	-8%[59 µM]	x	13%	-6%[60.1 µM]	-26%	-5%	-22%	-21%	-14%
Cn1c(=O)c2cc(S(=O)(=O)NC(C(=O)N3CCCCCC3)c3ccccc3)ccc2n(C)c1=O (stereo not given)	45µM*	-1%	21%	13%	-7%	-2%	-3%	-3%	14%

# Structural class, the entries above with two or more sulfur atoms.
Molecule	G9a block	APE1 inh	POLI inh	POLK inh	POLH inh	BLM inh	POLB inh	JMJD2A Tudor	BAZ2B inh
O=C(NNC(=S)Nc1ccccc1)c1cccs1	u	1%	21%	-15%	-18%	2%	55%	-23%	7%
COCCn1c(SCC(=O)N2CCCC2=O)nc2sc(C)c(C)c2c1=O	u	-4%	u	-9%	-5%	x	x	-23%	-2%

# Next results follow.
Molecule	G9a block	APE1 inh	POLI inh	POLK inh	POLH inh	BLM inh	POLB inh	JMJD2A Tudor	BAZ2B inh
O=C(/C=C\c1cn(-c2ccccc2)nc1-c1cccs1)N1CCOCC1	-11%[59 µM]	1%	23%	-19%	-6%	-4%	-1%	-14%	2%
COc1ccc(-n2nc([N+](=O)[O-])c(=NCCc3ccc(C)cc3)n2O)cc1	u	28%	24%	-6%	-20%	-2%	21%	50µM*	u
Cn1cc(SCC(=O)N2CCN(c3ccccc3)CC2)c2ccccc21	40µM*	-3%	24%	-7%	-9%	0%	13%	u	u
O=C1NC(c2cccc3ccccc23)Nc2ccc(Cl)cc21 (stereo not given)	x	x	6%	-20%	u	x	x	-1%	x
O=C(Nc1ccc(Cl)cc1)c1ccc(CN2CCc3ccccc3C2)cc1	32%	29%	33%[activator]	-9%	-5%	-5%	0%	2%	-14%
N#CC[n+]1cc(-c2ccc(Cl)cc2)n2c1CCC2	20%	-4%	u	-7%	9%	6%	27%	-19%	14%
CCCCNC(=O)OC1CCS(=O)(=O)C1 (stereo not given)	-4%	u	3%	-2%	3%	0%	26%	7%	4%
Cc1cccc(NS(=O)(=O)c2cccc(C(=O)NCCCN3CCOCC3)c2)c1	-32%	3%	15%	-9%	-3%	x	x	-11%	u
CCOc1cccc(C2C(C(=O)c3ccc(C)o3)=C(O)C(=O)N2c2nnc(C)s2)c1 (stereo not given)	x	x	16%	1%	-17%	x	x	1.1µM*	x
CCN(CC)S(=O)(=O)c1cc(C(=O)OCC(=O)Nc2cccc(S(=O)(=O)N(C)C)c2)ccc1F	10%	18%	14%	-13%	-6%	-7%	9%	-11%	11%
CCc1ccc(C2CC(c3ccccc3C)n3nc(N)nc3N2)cc1 (stereo not given)	-7%	-1%	20%	8%	-23%	2%	0%	-32%	-2%
CN(Cc1ccccc1)C(=O)COc1cccnc1[N+](=O)[O-]	13%	28%	38%[activator]	-1%	-20%	-3%	9%	-18%	5%
O=C1c2ccccc2C(=O)N1CCCCn1c(=O)oc2ccccc21	-8%[59 µM]	1%	3%	4%	-5%	-2%	28%	13%	-3%
CN(Cc1nc(-c2cccs2)no1)CC(O)c1ccccc1 (stereo not given)	x	17%	30%	5%	-12%	-5%	-2%	-12%	-3%
Cc1noc(C)c1NC(=O)N1CCN(Cc2ccccc2)CC1	x	-2%	55%[activator]	-2%	-17%	0%	20%	u	0%
COc1cccc(CC(C(=O)Nc2cc(C)ccc2C)c2nn[nH]n2)c1OC (stereo not given)	20%[0.0925 µM]	22%	-7%	2%	-9%	-5%	33%	u	-8%
COC(=O)CCN(C1CCCCC1)S(=O)(=O)c1ccc(S(=O)(=O)N2CCCCC2)cc1	3%	1%	12%	-1%	-4%	-6%	-17%	-1%	-11%
COc1ccc2c(c1)/C(=C/c1cc(OC)c(OC)c(OC)c1)C(=O)N2	x	x	13%	-5%	-12%	x	x	-23%	x
CC(NC(=O)c1ccc(NC(=O)CC2SC(N3CCCC3)=NC2=O)cc1)c1ccc(S(N)(=O)=O)cc1 (stereo not given)	2%	-4%	83%[activator]	-17%	-3%	x	x	-2%	-2%
O=C(NCC(c1ccc2c(c1)OCO2)N1CCOCC1)C(=O)Nc1ccc(F)cc1F (stereo not given)	-18%[59 µM]	x	16%	2%[60.1 µM]	-14%	-1%	1%	-19%	11%
Cc1nc2ccccc2n2c(O)c(CC(=O)O)cc12	u	-7%	u	u	79µM*	-2%	u	u	-17%
O=c1ccc2c(-c3ccccc3)c3ccc(O)cc3oc-2c1	74%[activator]	u	32µM*	u	40µM*	-16%	7.9µM*	-29%	15%
CCN(c1cc(C)cc(C)c1)S(=O)(=O)c1nnc(NC(=O)c2cccc(F)c2)s1	-7%[59 µM]	x	14%	-4%	u	-4%	13%	-12%	-19%
CCn1c(SCCOc2ccc(OC)cc2)nnc1C(CO)NC(=O)c1ccc(OC)cc1 (stereo not given)	-1%	-3%	14%	-2%	0%	0%	-2%	-27%	3%
Cc1ccc(N(C(=O)c2nsc(Cl)c2Cl)C(C(=O)NC2CCCC2)c2ccc(O)cc2)cc1C (stereo not given)	2%[59 µM]	-8%	52%[activator]	-7%	-12%	-11%	-12%	-27%	-3%
COc1cccc(Cn2c(=O)c(-c3cccs3)nc3cnc(OCc4ccccc4)nc32)c1	6%[0.501 µM]	-9%	x	2%[60.1 µM]	x	0%	x	x	x
Cn1cc(Br)c(C(=O)NC(=S)Nc2ccc(S(N)(=O)=O)cc2)n1	45µM*	0%	22%	1%	-15%	-7%	0%	-7%[11.4 µM]	-14%
O=C(Nc1c(Cl)cccc1Cl)c1cc(-c2ccco2)on1	8%	45%	28%	5%	-4%	-6%	-13%	6%	-14%
CC(=O)Nc1cc(C(=O)NCc2ccccc2Cl)ccc1Sc1ccc(F)cc1	8%[59 µM]	x	24%	-6%[60.1 µM]	-11%	-11%	10%	-18%	2%
COc1cccc(C(=O)NC2=NCCS2)c1	u	-1%	u	-1%	-4%	6%	1%	-17%	3%
NC1=NC(=O)C(Cc2cccc(Cl)c2Cl)S1 (stereo not given)	17%[59 µM]	3%	-5%	-5%	-13%	-2%	15%	-7%	-4%
Cc1ccc(NC(=O)Cc2nnc(SCC(=O)c3ccc(Br)cc3)n2C)cc1	-10%	2%	u	-14%	-14%	-7%	4%	-7%	-5%
Cc1ccccc1C(=O)NC1CCN(CC(=O)NCc2ccccc2)CC1	13%	-5%	1%	-4%	-8%	-6%	8%	4%	3%
Cc1ccc(NC(=O)C(C)OC(=O)c2ccc(NC(=O)CC#N)cc2)cc1S(=O)(=O)N1CCOCC1 (stereo not given)	-37%	4%	u	-12%	u	x	x	-18%	-8%
Cc1noc(C)c1CSc1nnc2cc(C)c3ccccc3n12	u	-5%	13%	-6%	-9%	0%	26%	12%	-1%
CC(C)OC(=O)Nc1ccc(Oc2c(F)c(F)c(F)c(F)c2F)cc1	26%	-10%	8%	-15%	-5%	-2%	46%	-5%	5%
O=C(CO/N=C/c1ccccc1O)NNC(=O)c1ccccc1Cl	8%[59 µM]	1%	u	3%	-3%	2%	5%	13%	19%

# An excerpt (hit frequency here may not be typical).
